ABCG2 block: human ABCG2 inhibition, ABCB1 as counter-screen; inhibition, % at 6.6 µM; IgMXP3 cells, JC-1 efflux, flow cytometry; Q9UNQ0; AID 1325; hit rate 0.1% among 190,000;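 active means inhibition above 80%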;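 further: 0% = DMSO and 100% = nicardipine control wells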
Target sequence (Q9UNQ0 whole entry, looked up): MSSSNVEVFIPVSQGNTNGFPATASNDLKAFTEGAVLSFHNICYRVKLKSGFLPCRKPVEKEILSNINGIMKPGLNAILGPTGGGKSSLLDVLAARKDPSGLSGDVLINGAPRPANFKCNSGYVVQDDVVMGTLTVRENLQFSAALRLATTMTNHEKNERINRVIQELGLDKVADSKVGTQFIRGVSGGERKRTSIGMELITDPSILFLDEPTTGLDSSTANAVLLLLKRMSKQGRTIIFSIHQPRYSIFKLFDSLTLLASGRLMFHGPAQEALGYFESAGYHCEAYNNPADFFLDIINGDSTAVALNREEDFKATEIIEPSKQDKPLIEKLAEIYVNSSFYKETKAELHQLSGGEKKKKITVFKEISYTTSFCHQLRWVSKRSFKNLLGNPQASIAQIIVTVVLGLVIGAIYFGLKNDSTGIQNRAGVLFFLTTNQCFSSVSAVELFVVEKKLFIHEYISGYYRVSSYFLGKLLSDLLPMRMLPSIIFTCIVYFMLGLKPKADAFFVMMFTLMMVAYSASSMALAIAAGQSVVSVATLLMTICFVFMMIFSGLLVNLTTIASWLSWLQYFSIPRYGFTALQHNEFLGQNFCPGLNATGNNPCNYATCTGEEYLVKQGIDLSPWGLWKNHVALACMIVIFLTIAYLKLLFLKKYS
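Read-out basis: Efflux inhibition in percent versus controls | Test system: ABCG2 IgMXP3 and barcoded ABCB1 CCRF-Adr cell mix | Quantity: 3 million cells/mL in well | Schedule: 10 min at 25 °C | Control set: Nicardipine as high control, DMSO as low control | Reagent: JC-1 as fluorescent efflux pump substrate | Signal: Flow cytometry of retained JC-1 fluorescence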
ABCB1 inh: inhibitors of human ABCB1 transporter, ABCG2 counter-screen | AID 1326 | inhibition, % at 6.6 µM | hit rate 0.067% among 190,000 | CCRF-Adr cells, JC-1 efflux, flow cytometry; in the data active means inhibition above about 40%;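 further: 0% = vehicle and 100% = reference inhibitor; higher value means more JC-1 retained so stronger ABCB1 efflux block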
RGS7-Gao reg: modulates binding of RGS7 to human Galphao. P09471. AID 1439. binding response (% of control), % at 10 µM. Multiplexed bead flow cytometry; actives lie on both sides. hit rate 0.35% among 220,000; in the data active means binding response below about 49% or above about 150%; inconclusive means no clear call, values can overlap the other calls; inactive means in between;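 further: fluorescent Galphao held in activated GDP-AlF4 state binding bead-coupled RGS7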
RGS4-Gao reg: modulates binding of RGS4 to human Galphao; hit rate 0.33% among 220,000; P09471; Multiplexed bead flow cytometry; actives lie on both sides; binding response (% of control), % at 10 µM; in the data active means binding response below about 49% or above about 150%; inactive means in between;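 further: fluorescent Galphao activated with aluminum fluoride binding bead-coupled RGS4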
Avidin bead fluor: compound fluoresces at 488/530 nm on avidin beads; fluorescence (KMESF) at 10 µM; hit rate 0.38% among 220,000; compound fluorescence 488/530 nm, flow cytometry; active compounds read high; AID 1775; in the data active means fluorescence above about 47; further: inactives centre near 10
Bcl-W Bim block: human Bim-Bcl-W interaction inhibition | Q92843 | bead-based flow cytometry, Bim peptide-Bcl-W binding | inhibition, % at 10 µM | hit rate 0.02% among 190,000 | AID 952;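 further: 0% = bound tracer without compound and 100% = peptide blocker; higher means less fluorescent Bim peptide bound to Bcl-W beads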
Bcl-2 Bim block: inhibitors of Bim-Bcl-2 interaction, human; P10415; Bead-based flow cytometry, Bim peptide-Bcl-2 binding; inhibition, % at 10 µM; hit rate 0.06% among 190,000; AID 950; in the data active means inhibition above about 40%; inconclusive means no clear call, values can overlap the other calls;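 further: 0% = no compound wells with probe peptide and 100% = reference peptide inhibitor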
Bim-Bcl-XL: disrupts Bim peptide binding to human Bcl-XL; Q07817; bead flow cytometry, fluorescence; inhibition, % at 10 µM; hit rate 0.04% among 190,000
Target sequence (Q07817 whole entry, looked up): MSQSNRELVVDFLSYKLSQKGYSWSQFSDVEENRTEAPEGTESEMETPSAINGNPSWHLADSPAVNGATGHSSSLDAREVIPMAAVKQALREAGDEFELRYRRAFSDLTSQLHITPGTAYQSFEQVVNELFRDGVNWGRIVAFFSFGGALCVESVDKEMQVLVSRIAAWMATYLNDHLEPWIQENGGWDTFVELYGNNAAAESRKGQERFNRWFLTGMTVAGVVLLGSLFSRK
Bim-Bfl-1: inhibitors of Bim-Bfl-1 interaction, human. Q16548. Bead-based flow cytometry, Bim-Bfl-1 binding inhibition. inhibition, % at 10 µM. hit rate 0.12% among 190,000;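 further: 0% = wells without compound plus tracer and 100% = blocker peptide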
Bcl-B Bim block: disrupts Bim peptide binding to human Bcl-B. Q9HD36. bead-based flow cytometry. inhibition, % at 10 µM. hit rate 0.073% among 190,000. AID 951;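 further: 0% = tracer peptide without compound and 100% = reference inhibitor peptide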
Target sequence (Q9HD36 whole entry, looked up): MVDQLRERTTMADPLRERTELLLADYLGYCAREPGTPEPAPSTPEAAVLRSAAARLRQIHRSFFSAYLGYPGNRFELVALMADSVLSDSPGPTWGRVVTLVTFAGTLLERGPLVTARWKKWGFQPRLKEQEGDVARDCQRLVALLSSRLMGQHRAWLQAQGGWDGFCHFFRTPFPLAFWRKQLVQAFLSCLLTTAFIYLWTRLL
GSH bead fluor: GSH bead compound fluorescence profile; fluorescence (KMESF) at 10 µM; AID 1776; hit rate 0.25% among 190,000; GSH beads flow cytometry, compound fluorescence 488/530 nm; active compounds read high; in the data active means fluorescence above about 89;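 further: glutathione beads carrying GST-tagged Bcl family fusion proteins plus one bare bead set; values are compound well signal with DMSO vehicle wells as background; inactives centre near 16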
An asterisk follows results filed as active; u = inconclusive. Unless noted, no stated cut-off is given here; in the data, active means inhibition above about 40%.

SMILES | ABCG2 block | ABCB1 inh | RGS7-Gao reg | RGS4-Gao reg | Avidin bead fluor | Bcl-W Bim block | Bcl-2 Bim block | Bim-Bcl-XL | Bim-Bfl-1 | Bcl-B Bim block | GSH bead fluor
COC(=O)c1c(NC(=O)COC(=O)Cn2cnc3ccccc32)sc2c1CCCC2 | 16 | 1.0 | 100 | 99 | 3 | -4 | -5 | -5 | -1 | -6 | 10
CC(=O)NC1=NC(=O)/C(=C/c2cc(C)n(-c3cccc(C(=O)O)c3)c2C)S1 | -5 | -1.0 | 83 | 94 | 7 | 5 | 5 | 2 | 7 | 9 | 22
O=C(CC1Oc2ccccc2NC1=O)NCc1ccc(Cl)cc1 (stereo unspecified) | -4 | -2.8 | 109 | 105 | 10 | 2 | -7 | -3 | -7 | -10 | 24
CC(C)OC(=O)c1cccc(C(=O)O)n1 | 0 | 0.0 | 100 | 102 | 23 | -1 | -1 | -6 | -3 | -1 | 13
N#Cc1ccccc1S(=O)(=O)N1CCN(CC(O)c2ccccc2)CC1 (stereo unspecified) | 7 | 0.7 | 98 | 97 | 21 | 0 | 0 | 0 | -5 | 0 | 9
CCOc1ccc(NC(=O)NNC(=O)c2ccc(Cl)cc2Cl)cc1 | 0 | -0.1 | 101 | 102 | 11 | 2 | 3 | 0 | 1 | 3 | 21
COc1ccc(OC)c(S(=O)(=O)N2CCC(C(=O)Nc3cccc(C)c3)CC2)c1 | 3 | 0.4 | 98 | 100 | 7 | 1 | -7 | 2 | -10 | -5 | 30
COc1cccc(/C=c2\s/c(=C\C(=O)C(C)(C)C)[nH]c2=O)c1 | -1 | -0.4 | 103 | 107 | 11 | 2 | -1 | -2 | -4 | 0 | 15
COc1ccccc1OC(=O)c1cc(Cl)nc2ccccc12 | 16 | 0.7 | 96 | 96 | 12 | -1 | -7 | 2 | -11 | -9 | 37
Cc1cn2c(-c3cccnc3)nnc2s1 | 3 | -0.5 | 104 | 102 | 15 | -1 | -8 | -8 | -17 | -5 | 32
COc1cccc(-c2csc(N3CCN(C(=O)C4CCCCC4)CC3)n2)c1 | 5 | -0.1 | 102 | 106 | 15 | 0 | -4 | -1 | -9 | -8 | 34
CC(C)CCNC(=O)CO/N=C/c1ccccc1OC(F)F | 18 | 0.1 | 99 | 101 | 22 | -2 | -6 | -7 | -4 | -8 | 11
Cc1ccc(S(=O)(=O)N2CCCC2C(=O)Nc2cc(C)on2)cc1 (stereo unspecified) | 2 | 0.9 | 103 | 101 | 30 | -2 | -8 | 0 | 0 | -3 | 19
O=C1CC(NC(=O)C(F)(F)F)=NN1c1ccccc1 | 2 | 0.2 | u | 99 | 9 | 0 | 0 | 0 | -3 | -3 | 17
C=CCSc1nc(C)cc2c1C(=O)OC2 | 10 | 0.3 | 87 | 74 | 4 | -4 | 0 | -5 | 1 | -1 | 12
O=C(Cn1nnc(-c2ccccc2F)n1)OCC(=O)c1ccccc1 | 7 | 0.0 | 99 | 100 | 9 | 0 | -5 | 1 | -3 | -2 | 11
O=C(CSc1ccc(-c2ccco2)nn1)N1CCCCC1 | 0 | 0.1 | 97 | 100 | 24 | -2 | 0 | -3 | -1 | -3 | 22
CCOC(=O)C1CCCCN1Cc1cccc(C(F)(F)F)c1 (stereo unspecified) | 0 | 0.3 | 100 | 103 | 14 | 0 | -1 | -2 | 0 | -1 | 8
CC(C)Oc1ccc(CCc2n[nH]c(=S)n2Cc2ccccc2)cc1 | -2 | -0.8 | 98 | 105 | 9 | -2 | -1 | -2 | 2 | -7 | 8
COCCNC(=O)NC(=O)CN1CCN(C(c2ccccc2)c2ccccc2)CC1 | 1 | 0.3 | 93 | 99 | 5 | 2 | -6 | 2 | -9 | -5 | 21

5 records drawn at random from the list so far:
SMILES | ABCG2 block | ABCB1 inh | RGS7-Gao reg | RGS4-Gao reg | Avidin bead fluor | Bcl-W Bim block | Bcl-2 Bim block | Bim-Bcl-XL | Bim-Bfl-1 | Bcl-B Bim block | GSH bead fluor
CC(C)CCNC(=O)CO/N=C/c1ccccc1OC(F)F | 18 | 0.1 | 99 | 101 | 22 | -2 | -6 | -7 | -4 | -8 | 11
COCCNC(=O)NC(=O)CN1CCN(C(c2ccccc2)c2ccccc2)CC1 | 1 | 0.3 | 93 | 99 | 5 | 2 | -6 | 2 | -9 | -5 | 21
CCOC(=O)C1CCCCN1Cc1cccc(C(F)(F)F)c1 (stereo unspecified) | 0 | 0.3 | 100 | 103 | 14 | 0 | -1 | -2 | 0 | -1 | 8
O=C(Cn1nnc(-c2ccccc2F)n1)OCC(=O)c1ccccc1 | 7 | 0.0 | 99 | 100 | 9 | 0 | -5 | 1 | -3 | -2 | 11
Cc1ccc(S(=O)(=O)N2CCCC2C(=O)Nc2cc(C)on2)cc1 (stereo unspecified) | 2 | 0.9 | 103 | 101 | 30 | -2 | -8 | 0 | 0 | -3 | 19

New compounds follow:
SMILES | ABCG2 block | ABCB1 inh | RGS7-Gao reg | RGS4-Gao reg | Avidin bead fluor | Bcl-W Bim block | Bcl-2 Bim block | Bim-Bcl-XL | Bim-Bfl-1 | Bcl-B Bim block | GSH bead fluor
Cc1cc(C)n2ncc(C(=O)NCc3ccc(Cl)cc3)c2n1 | 4 | 0.4 | 99 | 98 | 14 | 2 | -6 | 2 | 0 | 0 | 23
CC1=NN(C(=O)Cn2nc([N+](=O)[O-])c(Br)c2C)C(O)(C(F)(F)F)C1 (stereo unspecified) | 18 | 1.5 | 101 | 103 | 18 | -3 | -6 | -6 | -13 | -8 | 17
O=C1OCC/C1=C\c1ccccc1O | 4 | 0.1 | 105 | 106 | 11 | -1 | -8 | 1 | -6 | 1 | 11
CCC(C)NS(=O)(=O)c1ccc(OCC(=O)Nc2ccc(F)cc2F)cc1 (stereo unspecified) | 4 | 1.0 | 103 | 101 | 21 | -2 | 0 | -2 | 6 | -3 | 15
CC1CC(C(F)F)n2nc(C(=O)O)cc2N1 (stereo unspecified) | 3 | 0.7 | 100 | 100 | 24 | 0 | -6 | -7 | -9 | -9 | 24
Cc1ccc(NC(=O)CC(NCCN2CCOCC2)C(=O)O)cc1Cl (stereo unspecified) | 0 | 0.0 | 101 | 102 | 9 | 4 | -1 | -3 | -3 | -1 | 5
COc1ccccc1N1CCN(C(=O)c2ccc(CSc3ccccc3)cc2)CC1 | 4 | 1.2 | 100 | 103 | 17 | -2 | -2 | -3 | -8 | -3 | 17
CC1(C)C(=O)OC(c2ccccc2)C2(CCCC2)C1=O (stereo unspecified) | 1 | 0.2 | 101 | 102 | 8 | 1 | -1 | -3 | -12 | -3 | 4
COCCn1c(Br)nc2c1c(=O)n(C)c(=O)n2C | 0 | -0.2 | 97 | 98 | 12 | -2 | -5 | -4 | -5 | 0 | 16
CC(C)C[C@H](NC(=O)c1[nH]cnc1C(=O)N[C@@H](C)c1ccccc1)C(=O)OC(C)(C)C | 2 | 2.6 | 87 | 84 | 5 | 0 | 6 | 4 | 6 | 4 | 19
Cc1ccc(N2C(=O)[C@@H]3C(C(=O)C(c4ccccc4)c4ccccc4)=NN[C@@H]3C2=O)cc1 | 0 | 0.3 | 98 | 99 | 21 | 0 | -12 | -2 | -13 | -3 | 15
COc1ccc(-c2cc(C(=O)Nc3cccc(S(=O)(=O)NCc4ccco4)c3)c3ccccc3n2)cc1OC | -1 | -0.8 | u | 100 | 8 | 1 | 1 | -1 | 6 | -1 | 17
O=C(O)CCSCCC(=O)O | 1 | 0.4 | 106 | 101 | 25 | 3 | -4 | 3 | -9 | -5 | 44
C/C(N)=C(/C#N)C(=O)CSc1nnc(COc2cc(C)ccc2C)o1 | 4 | 0.5 | 104 | 101 | 37 | -1 | -2 | -4 | -3 | -3 | 11
c1ccc(CN2CCCC3(CCCN(Cc4nc(CC5CC5)no4)C3)C2)cc1 (stereo unspecified) | -1 | 0.4 | 113 | 113 | 2 | -2 | -1 | -6 | 2 | 0 | 16
N#C/C(=C\c1ccco1)Sc1nc2ccccc2s1 | 2 | 0.2 | 101 | 104 | 17 | 0 | -8 | -3 | -7 | -8 | 27
COc1ccc(-n2ncc3c(Nc4cccc(C)c4)ncnc32)cc1 | 16 | 0.4 | 101 | 103 | 26 | -4 | 0 | -6 | 4 | -4 | 26
Cc1cc(Nc2ccc(F)cc2F)n2nc(C)nc2n1 | 2 | 0.3 | 101 | 99 | 26 | -4 | -5 | -5 | -9 | -9 | 16
O=C(COC(=O)[C@H](Cc1ccccc1)NC(=O)c1cccs1)NC1CCCCC1 | 3 | 0.7 | 100 | 99 | 12 | -7 | -8 | -12 | -18 | -13 | 19
CCC(=O)Oc1oc(-c2ccccc2)nc1C=Nc1ccccc1OC | 42 | 0.7 | 97 | 98 | 29 | 0 | -5 | -3 | -14 | -4 | 23
O=C1Nc2ccccc2C(O)(C(=O)NCc2ccco2)N1c1ccc(Cl)c(Cl)c1 (stereo unspecified) | 9 | 2.1 | 106 | 106 | 10 | -3 | 2 | -1 | 0 | 0 | 14
Cc1ccc2c(c1)N(Cc1cccc(Cl)c1)C(=O)c1cccnc1O2 | 26 | 1.5 | 103 | 101 | 4 | 2 | 2 | -1 | -3 | -9 | 12
CCOc1ccc(CN(C)CC(=O)Nc2cc(C)c(C)cc2[N+](=O)[O-])cc1 | 1 | -0.1 | 93 | 92 | 10 | -1 | 0 | -3 | -4 | -8 | 16
CC(C)(C)n1nnnc1C(c1cccs1)N1CCCC2(CCCCC2)C1 (stereo unspecified) | 32 | 2.3 | 103 | 102 | 26 | -2 | -8 | -4 | -1 | -8 | 19
CCN(C1CCCCC1)S(=O)(=O)c1ccc(S(=O)(=O)N2CCN(CCC#N)CC2)cc1 | 12 | 1.6 | 105 | 102 | 7 | 1 | -5 | -2 | -3 | -5 | 27
Cc1cc(N2CCN(c3cccc(C(F)(F)F)c3)CC2)n2nc(C)nc2n1 | 7 | 1.1 | 100 | 99 | 12 | 1 | -2 | 0 | -5 | 1 | 77
COc1ccc(N=c2oc3c(OC)cccc3cc2C(=O)NCc2ccco2)c(OC)c1 | 5 | 0.6 | 99 | 95 | 21 | -1 | 2 | -4 | 0 | -1 | 10
NS(=O)(=O)c1ccc(CCNC(=O)CSc2nc3ccccc3c3nc(CCN4CCCCC4)nn23)cc1 | 0 | -0.3 | 97 | 99 | 9 | -1 | 2 | 0 | 3 | 1 | 12
Cn1c(=O)[nH]c(=O)c2c1nc(Sc1ccccc1)n2CCc1ccccc1 | 2 | 0.9 | 103 | 99 | 6 | 0 | -2 | -3 | -7 | 0 | 13
Cc1ccc2nc(Nc3nc(CSc4nnnn4-c4ccccc4)cc(=O)[nH]3)nc(C)c2c1 | 23 | 1.5 | 102 | 99 | 16 | 0 | -5 | -9 | -14 | -11 | 32
Cc1cccc(Oc2nc3c(c(=O)n(C)c(=O)n3C)n2C)c1 | 2 | 0.1 | u | 97 | 9 | -6 | -7 | -7 | -9 | -10 | 18
Cc1cccc(-c2noc(CN(C(=O)c3ccc(Br)o3)C(C)C)n2)c1 | 3 | 0.3 | 99 | 98 | 11 | 2 | -10 | -21 | -11 | -9 | 39
Cc1ccc(OCCSc2ncccn2)c(C)c1 | 5 | 0.0 | u | 98 | 8 | -1 | 0 | -2 | -4 | -5 | 20

Source: PubChem BioAssay
